SIRT5 inh = inhibitors of human sirtuin-5 desuccinylase. Q9NXA8. Purified SirT5, succinyl-peptide AMC, trypsin-coupled fluorescence. inhibition, % at 15 µM. hit rate 1.1% among 330,000; in the data active = inhibition above about 15%; inconclusive = no clear call, values can overlap the other calls
Target sequence (Q9NXA8 whole entry, looked up): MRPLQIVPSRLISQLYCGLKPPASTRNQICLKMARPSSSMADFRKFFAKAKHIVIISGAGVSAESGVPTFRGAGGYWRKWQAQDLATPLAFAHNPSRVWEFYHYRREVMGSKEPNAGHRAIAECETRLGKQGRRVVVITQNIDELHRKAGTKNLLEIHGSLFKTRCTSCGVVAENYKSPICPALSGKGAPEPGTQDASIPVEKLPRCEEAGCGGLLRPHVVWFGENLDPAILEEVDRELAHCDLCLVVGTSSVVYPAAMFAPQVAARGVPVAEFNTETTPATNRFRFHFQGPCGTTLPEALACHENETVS
S100A4 inh HTS = blocks human S100A4 binding to myosin IIA peptide. S100A4/TAMRA-MyoIIA peptide fluorescence polarization. hit rate 0.14% among 360,000. P26447. inhibition, % at 10.7 µM;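 active = mean inhibition of at least 70% across replicates, with every replicate also reaching that level; inconclusive = mean inhibition reaches 70% but some replicates fall short; inactive = mean inhibition below 70%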
Target sequence (P26447 whole entry, looked up): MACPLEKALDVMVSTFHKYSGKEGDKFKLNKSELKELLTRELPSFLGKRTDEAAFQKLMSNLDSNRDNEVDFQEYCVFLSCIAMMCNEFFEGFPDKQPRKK
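Test system – S100A4 monomer (human) · Compound – single-point compound testing · Schedule – 5 min incubation before reading · Probe or stimulus – TAMRA-labelled myosin IIA heavy-chain peptide probe, 5 nM · Benchmarks – neutral control DMSO, positive control TFP · Medium – Calcium-containing HEPES buffer, pH 7.2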
PglD DTNB = PglD (C. jejuni) enzyme inhibition | purified PglD enzyme, DTNB colorimetric CoA detection | inhibition, % at 12.5 µM | hit rate 0.098% among 360,000; in the data active = inhibition above about 16%, passing the limit was not always enough; inconclusive = no clear call, values can overlap the other calls; note: strong numbers were not always called active
E-selectin induc = induces E-selectin expression in human endothelial cells | HUVEC E-selectin immunofluorescence imaging; normalized: neutral wells 0, TNF-alpha wells 100 | activation, % at 7.58 µM | hit rate 0.37% among 260,000 | AID 686992;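 active = mean E-selectin-positive cell signal at least 10% of the positive control, reached in at least 60% of replicates, without over 20% cell loss; inconclusive = no rule given, readout overlaps actives, possibly toxicity-flagged; inactive = the rest, including those meeting only one limit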;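 note: in these data hits start at about 27%; measured in HUVEC primary endothelial cells; signal is the percent of cells scored E-selectin positive by PE staining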
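Assay system: HUVEC, human umbilical vein endothelial cells / Amount: 3,000 HUVEC/well / Controls: TNF-alpha positive control, DMSO neutral control / Compound dosing: single concentration / Medium: EGM-2 over gelatin coat / Evaluation: percent E-selectin-positive cells / Signal: immunofluorescence imaging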
C2C12 statin = protects C2C12 myotubes from simvastatin toxicity; AID 602340; hit rate 0.78% among 330,000; rescue of ATP level, % at 7.49 µM; ATP luminescence, 48 h; scaled: DMSO 0, geranylgeraniol control 100;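 active = mean ATP rescue above about 67%, or every replicate alone reaching that limit, limit read from the data, passing the limit was not always enough; inconclusive = no clear call, values can overlap the other calls; inactive = mean under the limit and some replicate under it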;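 note: myotubes were challenged with 10 µM simvastatin during compound exposure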
ERp5 block = ERp5 (human) disulfide isomerase inhibition. Q15084. ERp5 insulin aggregation, absorbance 650 nm, 90 min. inhibition, % at 9.99 µM. hit rate 0.05% among 350,000. AID 651711;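 active = mean replicate inhibition above about 25%, with every replicate also reaching it, limit read from the data, passing the limit was not always enough; inconclusive = only one of those two criteria met; inactive = neither criterion met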
Target sequence (Q15084 whole entry, looked up): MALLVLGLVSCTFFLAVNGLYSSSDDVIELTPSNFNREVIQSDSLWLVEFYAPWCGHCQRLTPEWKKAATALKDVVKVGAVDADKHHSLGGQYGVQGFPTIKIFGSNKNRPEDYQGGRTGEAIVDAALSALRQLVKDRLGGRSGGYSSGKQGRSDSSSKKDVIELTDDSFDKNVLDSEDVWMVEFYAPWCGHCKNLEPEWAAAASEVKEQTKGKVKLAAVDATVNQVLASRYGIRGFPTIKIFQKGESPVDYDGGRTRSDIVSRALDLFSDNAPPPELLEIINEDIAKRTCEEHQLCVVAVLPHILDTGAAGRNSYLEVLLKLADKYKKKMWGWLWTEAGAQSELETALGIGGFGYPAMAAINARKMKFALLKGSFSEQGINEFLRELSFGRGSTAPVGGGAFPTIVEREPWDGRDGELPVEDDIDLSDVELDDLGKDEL
DENV2 CPE rescue = protects cells from dengue virus 2 cytopathic effect. DENV2-infected cells, cytopathic effect rescue, plate reader. CPE inhibition, % at 9.99 µM. hit rate 1.7% among 350,000. AID 651640; in the data active = CPE inhibition above about 20%, passing the limit was not always enough; inconclusive = no clear call, values can overlap the other calls; tested in BHK-21 cells;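 note: 0% = median of neutral control wells and 100% = median of positive control wells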
* = called active by the depositor; ? = inconclusive; nt = not tested or not shown. Not all compounds are listed, so the mix of outcomes need not match the whole.

SMILES	SIRT5 inh	S100A4 inh HTS	PglD DTNB	E-selectin induc	C2C12 statin	ERp5 block	DENV2 CPE rescue
CCCNC(=O)N(C)C[C@@H]1Oc2ncc(-c3ccc(OC)cc3)cc2C(=O)N([C@@H](C)CO)C[C@@H]1C	-2	-1	-3	-0.2	-3	-11	5
C[C@H](CO)N1C[C@H](C)[C@H](CN(C)S(=O)(=O)c2cccs2)OCCCC[C@H](C)Oc2ccc(NC(=O)Nc3ccc(C(F)(F)F)cc3)cc2C1=O	0	49	0	0.9	-81	1	-1
COC(=O)c1ccc(CN2CC(=O)N3[C@H](CO)[C@@H](c4ccc(Br)cc4)[C@@H]3C2)cc1	-7	nt	nt	-0.3	nt	nt	-8
COc1ccc(CC(=O)OCC(=O)NCc2ccco2)cc1OC	0	-8	nt	nt	5	-1	?
O=C(Nc1ccc2c(c1)CCC2)c1cccc(OC(F)F)c1	-1	-1	-6	0.1	-15	3	0
COc1cc(/C=C/C(=O)O)cc(S(=O)(=O)NC2CCCC2)c1OC	-3	2	nt	0.3	1	1	5
C[C@H]1CCCCO[C@@H](CN(C)S(=O)(=O)c2ccccc2)[C@@H](C)CN([C@@H](C)CO)C(=O)c2cc(NS(=O)(=O)c3cn(C)cn3)ccc2O1	-6	2	0	nt	nt	-5	0
CN1C(=O)c2cc(NC(=O)c3ccc4c(c3)OCO4)ccc2OC[C@H]2O[C@H](CC(=O)O)CC[C@@H]21	0	0	2	0.3	-32	-1	?
C/C=C/c1ccc([C@H]2[C@@H](CNC(=O)c3ccncc3)N(C(=O)CC)[C@H]2CO)cc1	-3	-13	-1	0.0	-4	-4	11
Cc1ccc(S(=O)(=O)N2CCOCC2)cc1NC(=O)CN(C)CC(=O)Nc1cccc(F)c1	nt	12	4	-0.1	-5	8	83*
O=C(CN(C1CCCCC1)S(=O)(=O)c1ccc(F)cc1)NC1CC1	-2	-6	0	nt	-3	1	-1
COc1ccc(NC(=S)N2CCN(C(=O)C3CCCO3)CC2)cc1 (centres undefined)	-2	2	-6	0.6	-7	5	-7
COc1ccc(C2CC(=O)Oc3c(C(CCN4CCN(c5ccccc5)CC4)c4ccc(N(C)C)cc4)c(OC)cc(OC)c32)cc1 (centres undefined)	1	-1	7	-0.1	0	1	-8
Cc1ccc(NC(=O)C2CCN(S(=O)(=O)c3ccc4c(c3)CC(C)N4C(=O)C3CCC3)CC2)nc1 (centres undefined)	1	-3	1	nt	28	0	2
Cc1ccc(/C=C/C(=O)OCC(=O)NCc2ccc(Cl)cc2)o1	0	0	2	nt	16	3	?
CCN(C(=O)COC(=O)c1ccc(O)cc1O)c1c(N)n(Cc2ccccc2)c(=O)[nH]c1=O	-3	1	1	nt	-1	0	-5
Cc1ccc(N(CC(=O)NC2CCCC2)C(=O)Cn2nnc(-c3ccccc3F)n2)cc1	2	0	2	-0.1	1	2	8
O=C(O)c1cccc(-n2c(/C=C/c3ccc([N+](=O)[O-])cc3)nc3ccccc3c2=O)c1	2	4	-1	1.5	2	-1	7
O=C(O)c1ccc(COc2ccc3ccccc3c2)o1	-1	-3	4	0.6	nt	-2	-4
COc1ccc2c3c(n(C)c2c1)[C@H](CO)N(Cc1cccnc1)CC31CN(C(=O)NC(C)C)C1	-2	-22	nt	0.6	nt	4	-3
COc1ccc(NC(=O)c2cc(-c3sc(NC(=O)c4ccccc4)nc3C)n(CCO)n2)cc1	3	2	nt	-0.1	nt	5	0
OCCOCCn1c(-c2ccccc2)nc(=S)c2c1CCCC2	nt	-2	5	-0.3	-3	5	?
COc1ccccc1NC(=O)Cn1nnc2sc3c(c2c1=O)CC(C)(C)OC3	0	-1	0	7.3	nt	1	6
Oc1ccc(-c2c(C3=CCCCC3)sc3ccccc23)cc1	-8	-6	1	-0.2	1	-8	-12
CCOC(=O)[C@H]1[C@H]2COc3ccc(Cl)cc3[C@@H]2N2C(=O)c3ccc(Cl)cc3NC(=O)[C@@]12C	-4	1	3	-0.2	-12	2	52*
CCN(Cc1ccccc1)C(=O)Cn1c(=O)n(CC(=O)N2CCCCC2)c(=O)c2sccc21	-7	-4	-1	0.1	0	1	-6
CC(C)Oc1ccc(C(=O)OCC(=O)c2ccc[nH]2)cc1	-1	2	7	?	35	10	4
Cc1cc(N/N=C/c2ccc(F)cc2)nc(NCc2ccccc2)n1	-3	-5	-3	0.3	nt	5	1
Cc1cccc2c(=O)c(C(=O)NCc3ccc(F)cc3)c[nH]c12	1	-2	-1	nt	-4	1	-2
COc1ccccc1N1CCN(C(=O)c2cc(S(=O)(=O)N3CCOCC3)ccc2C)CC1	-1	7	-10	-0.2	0	-9	0
COc1ccc(S(=O)(=O)Nc2cccc3c2O[C@@H](CN(C)Cc2ccc(-c4ccccc4)cc2)[C@@H](C)CN([C@H](C)CO)C3=O)cc1	6	-1	-1	0.4	6	1	11
CC(C)NC(=O)Nc1cccc2c1O[C@H](CN(C)C(=O)NC1CCCCC1)[C@H](C)CN([C@@H](C)CO)C2=O	-2	6	-1	-3.3	-43	-2	-5
COc1cccc(CNC(=O)C[C@@H]2CC[C@H](NS(=O)(=O)c3ccccc3OC)[C@@H](CO)O2)c1	1	10	3	-0.2	-1	1	2
Cc1cc(C(=O)N2CCCC(Nc3ccc(C)c(C)c3)C2)nc(C)n1 (centres undefined)	nt	-4	-8	-0.2	22	4	20
CC(C)CCNC(=O)C1CCN(C(=O)N(C)C)CC1	-4	4	2	nt	7	-1	12
CC(C)CCn1c(N)c(S(=O)(=O)c2cccs2)c2nc3ccccc3nc21	-6	-2	-3	nt	-17	-2	1
C[C@H](CO)N1C[C@H](C)[C@H](CN(C)C(=O)Nc2ccc(C(F)(F)F)cc2)Oc2c(NC(=O)C3CCOCC3)cccc2C1=O	-14	-2	8	-0.1	11	-4	-6
C[C@H](CO)N1C[C@H](C)[C@@H](CN(C)Cc2ccccc2)Oc2cc(C#Cc3ccccn3)ccc2S1(=O)=O	1	7	-2	0.5	-48	4	?
Cc1ccc(-c2nc3ccccc3nc2-c2ccccc2)cc1	-5	-3	-8	-0.1	6	-10	16
CC(=O)N1CCN(c2cc(N3CCCC3)c(F)cc2[N+](=O)[O-])CC1	5	1	3	2.1	-4	4	nt
C[C@H](CO)N1C[C@H](C)[C@H](CN(C)S(=O)(=O)c2ccccc2)Oc2ccc(NS(=O)(=O)c3ccc(Cl)cc3)cc2C1=O	nt	nt	2	0.0	28	nt	-11
C[C@H](CO)N1C[C@H](C)[C@@H](CN(C)C(=O)NC2CCCCC2)Oc2c(NS(=O)(=O)c3ccc(Cl)cc3)cccc2C1=O	-4	-12	1	-1.5	-30	-3	5
CC(=O)Nc1ccc(S(=O)(=O)N(Cc2cc3ccc(C)cc3[nH]c2=O)CC2CCCO2)cc1 (centres undefined)	0	-1	-3	nt	10	-9	-8
CC(C)C#Cc1ccc([C@@H]2[C@@H](CO)N3C(=O)CN(C(=O)Cc4ccccc4)C[C@H]23)cc1	1	-1	nt	0.0	nt	3	0
O=C(O)C(F)=C1c2ccccc2-c2ccccc21	-3	-12	1	-0.5	nt	1	-3
CN1C[C@@H]2[C@@H]3C(=O)N(Cc4ccccc4)C(=O)[C@@H]3[C@](C)(C1=O)N2C(=O)c1ccccc1	-5	-2	-2	0.0	-4	3	-10
CC(C)c1ccccc1NC(=O)Nc1nnc([C@@H]2C[C@H](O)[C@@H](CO)O2)s1	-2	-4	-1	-0.4	-2	2	-4
O=C(CN1CCN(S(=O)(=O)c2ccc(Cl)cc2)CC1)N1CCCC1	-1	23	5	nt	13	-1	-3
COc1ccc(/C=C/C(=O)OCC(=O)NCCC2=CCCCC2)cc1	3	-3	nt	nt	nt	5	-5
COC(=O)c1cc(OC)c(OC)cc1NC(=O)CCNC(=O)c1ccco1	0	4	-1	-0.1	-9	2	7
C[C@H]1CN([C@@H](C)CO)C(=O)c2cc(NS(=O)(=O)c3ccc(F)cc3)ccc2O[C@H]1CN(C)Cc1ccncc1	-2	14	3	-2.7	10	-4	2
CCOc1ccc(CCNC(=O)C2CCCN(S(C)(=O)=O)C2)cc1OCC (centres undefined)	-7	1	1	0.1	-21	1	3
CC(C)(C)c1ccc(CSc2ccc(S(=O)(=O)N3CCOCC3)cn2)cc1	-1	-2	-6	nt	0	-1	10
C[C@@H]1CCCCO[C@@H](CN(C)S(=O)(=O)c2ccccc2)[C@@H](C)CN([C@H](C)CO)C(=O)c2cc(NC(=O)Nc3ccc4c(c3)OCO4)ccc2O1	0	-10	-3	0.6	nt	0	0
COc1ccccc1Oc1nc2ccccn2c(=O)c1/C=C(\C#N)C(=O)Nc1c(C)n(C)n(-c2ccccc2)c1=O	-1	-1	-8	nt	nt	nt	-6
CCOc1ccc(-n2ccnc(SCC(=O)NC3CCCC3)c2=O)cc1	-7	33	-4	-0.3	11	1	11
COc1cccc(C=N[C@@H](CO)[C@@H](O)c2ccc([N+](=O)[O-])cc2)c1O	7	0	-1	nt	nt	0	0
C[C@H](CO)N1C[C@H](C)[C@@H](CN(C)C(=O)CCCN(C)C)OCCCC[C@H](C)Oc2ccc(NS(=O)(=O)c3cn(C)cn3)cc2C1=O	-2	10	-1	0.0	nt	9	-8
COc1ccc(CN2CCCC(C(=O)c3ccc(Cl)cc3)C2)cc1Cn1cccn1 (centres undefined)	-1	3	-3	1.6	29	-1	10
O=C(c1ccccc1)N1C(=O)C(c2ccccc2)Oc2ccccc21 (centres undefined)	-1	-15	nt	nt	nt	1	4
Other records
SMILES	SIRT5 inh	S100A4 inh HTS	PglD DTNB	E-selectin induc	C2C12 statin	ERp5 block	DENV2 CPE rescue
COc1ccc(S(=O)(=O)N2CCCCN3[C@H](CO)[C@@H](c4ccc(-c5cccnc5)cc4)[C@H]3C2)cc1	0	0	-6	0.2	nt	1	3
CCN(CC(=O)N1CCOCC1)S(=O)(=O)c1ccc(F)cc1	-2	3	1	nt	2	-1	1
CCCOc1ccc(-c2c(C(=O)N/N=C/c3ccccc3OCC)nnn2-c2nonc2N)cc1	-3	-17	-1	nt	-12	2	-3
O=C1N=C(N2CCCC2)S/C1=C\C=C\c1ccccc1	2	-4	-1	-0.8	nt	1	-2
O=C(NC1CCCCC1)c1cccc2c(-c3ccc(F)c(F)c3)coc12	nt	-5	-6	0.0	-47	5	1
Cc1cccc(C)c1NC(=O)CN1CCC(Cc2ccccc2)CC1	0	-2	-3	2.3	2	-1	8
O=C(NC1CCCC1)C1CCN(c2cnccn2)CC1	0	1	nt	nt	nt	3	5
Cc1ccc(S(=O)(=O)N2CCC(C(=O)NN3CCCCC3)CC2)cc1	-3	0	-1	nt	10	1	0
CCOC(=O)Cc1c(C)nc2c(-c3ccccc3)c(-c3ccccc3)[nH]n2c1=O	6	-8	nt	nt	-57	8	-8
O=C(NCc1ccccc1Cl)[C@H]1[C@H](CO)[C@H]2Cn3c(cccc3=O)[C@H]2N1C(=O)C1CCC1	-2	10	-3	-0.2	9	12	-4
O=C(Cc1cccnc1)N1CC(=O)N2[C@H](CO)[C@@H](c3ccc(C4=CCCC4)cc3)[C@@H]2C1	-1	-4	nt	0.0	nt	2	-3
COc1ccc(NC2=CC(=O)CC(c3ccccc3)C2)cc1 (centres undefined)	5	12	nt	nt	nt	2	-7

An excerpt from above in order of SMILES length, largest number first.
SMILES	SIRT5 inh	S100A4 inh HTS	PglD DTNB	E-selectin induc	C2C12 statin	ERp5 block	DENV2 CPE rescue
COc1ccc(S(=O)(=O)N2CCCCN3[C@H](CO)[C@@H](c4ccc(-c5cccnc5)cc4)[C@H]3C2)cc1	0	0	-6	0.2	nt	1	3
O=C(NCc1ccccc1Cl)[C@H]1[C@H](CO)[C@H]2Cn3c(cccc3=O)[C@H]2N1C(=O)C1CCC1	-2	10	-3	-0.2	9	12	-4
O=C1N=C(N2CCCC2)S/C1=C\C=C\c1ccccc1	2	-4	-1	-0.8	nt	1	-2

Source: PubChem (Broad Institute)
